Source: PubChem (several laboratories)
hiPSC survival: hiPSC single-cell survival enhancement; AID 602274; 0.044% of 360,000 active; survival enhancement, % at 20 µM; ATPlite luminescence; 100% = ROCK inhibitor wells, 0% = DMSO; in the data active means survival enhancement above about 18%;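 further: cells exposed to compounds for 16 hours before the ATP read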
Vif inh: blocks HIV Vif function; HEK293T cells, Vif self-association by quenched fluorescence, imaging, 24 h; inhibition, % at 7.49 µM; 0.35% of 340,000 active; AID 602346; in the data active means inhibition above about 50%, passing the limit was not always enough; inconclusive means no clear call, values can overlap the other calls; inactive means below about 31%; further: some results filed as inactive read as strong as hits
ABCB6 inh 2: human ABCB6 transporter inhibition; Q9NP58; K562-ABCB6 porphyrin accumulation, flow cytometry, 1 h; active compounds read low; 0.19% of 360,000 active; AID 602162; fluorescence ratio to DMSO, % at 10 µM;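 active means fluorescence ratio to DMSO below 75%, the collection mean minus 3 SD; inconclusive means too few cells collected in the well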;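 further: signal is porphyrin accumulated inside mitochondria; 100% equals median channel fluorescence of DMSO control wells; lower ratio means ABCB6 inhibition with less porphyrin fluorescence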
Granule exo inh: lytic granule exocytosis inhibition | inhibition, % at 10 µM | AID 651702 | 0.66% of 360,000 active | TALL-104 LAMP-1 surface exposure, flow cytometry; cells stimulated with thapsigargin and PMA;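 active means inhibition above about 55%, limit read from the data; inconclusive means no clear call, values can overlap the other calls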
Cardio protect: myocardial damage modulation in H9c2 cells; H9c2 cardiomyocytes, H2O2 injury protection, ATPLite, 2 h; protection from H2O2 cell death, % at 20 µM; 0.63% of 360,000 active; AID 588492;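 active means compounds giving at least 50% protection of heart cells from peroxide-induced death in the single-dose screen, raw or plate-pattern-corrected value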;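 further: 0% = DMSO wells with peroxide and 100% = DMSO wells without peroxide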
HTR2A ag: mouse HTR2A agonism via beta-arrestin recruitment. 0.66% of 360,000 active. CHO-K1 mHTR2A beta-arrestin complementation, luminescence; percent of 30 µM serotonin response. activation, % at 7.6 µM. AID 624169. P35363;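 active means activation above a run cutoff, the mean activation of all tested compounds plus 3 SD, cut at about 14% in these data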;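 further: 0% = plate median of compound wells and 100% = 30 µM serotonin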
Target sequence (P35363 whole entry, looked up): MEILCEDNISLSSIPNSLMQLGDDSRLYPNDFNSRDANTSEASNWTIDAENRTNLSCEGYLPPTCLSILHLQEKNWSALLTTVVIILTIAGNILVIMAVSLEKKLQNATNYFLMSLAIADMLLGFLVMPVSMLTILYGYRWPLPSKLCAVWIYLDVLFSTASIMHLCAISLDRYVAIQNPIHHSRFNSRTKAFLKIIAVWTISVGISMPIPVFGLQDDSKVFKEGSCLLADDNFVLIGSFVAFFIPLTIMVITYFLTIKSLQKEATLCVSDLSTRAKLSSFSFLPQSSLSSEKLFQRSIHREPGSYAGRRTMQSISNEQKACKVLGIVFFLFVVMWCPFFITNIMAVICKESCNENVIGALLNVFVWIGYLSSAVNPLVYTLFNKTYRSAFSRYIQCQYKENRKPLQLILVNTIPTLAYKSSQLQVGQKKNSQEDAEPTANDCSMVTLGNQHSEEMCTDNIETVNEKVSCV
Glyco luc inh: blocks N-linked glycosylation in D54 reporter cells; reporter increase, % at 12.5 µM; 0.23% of 360,000 active; AID 588692; D54 ERlucT glycosylation luciferase reporter, 24 h; percent of 100 nM tunicamycin response;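 active means mean luciferase reporter signal, scaled so untreated is 0 and the glycosylation-blocking control 100, at or above a set limit in every replicate; inconclusive means mean reaches the limit but not every replicate does; inactive means mean below the limit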;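 further: luciferase carries N-glycosylation sites so blocking glycosylation raises the light; 0% = median of neutral control wells and 100% = median of 100 nM tunicamycin wells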
aDG glyco up: alpha-DG glycosylation activation; 0.22% of 360,000 active; activation, % at 10 µM; AID 624168; Pro5-aDG cells, alpha-DG glycosylation AlphaScreen (IIH6); 0% Pro5, 100% B10-LARGE cell signal;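 active means activation of at least 8% versus controls, or a plate z-score of at least 8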;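 further: Pro5 are CHO cells carrying HIG-tagged alpha-DG that lacks glycosylation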
CaV13 ICDI inh: Primary screen for inhibitors of IQ motif and Ca2+-dependent inactivation inhibitor domain binding in CACNA1D, Förster resonance energy transfer in living cells, …; HEK cells, CFP/YFP FRET ICDI-IQ, plate reader, 10 min; percent FRET-ratio fall versus neutral wells; inhibition, % at 12.3 µM; AID 743397; 0.098% of 340,000 active;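 active means mean replicate inhibition of at least 30% and at least 1% of replicates passing that level; inconclusive means only one of the two criteria is met; inactive means neither criterion is met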;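 further: 0% = median of the neutral control wells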
PDI inh: PDI (human) enzyme inhibition; 0.052% of 350,000 active; AID 588391; inhibition, % at 10 µM; PDI insulin aggregation turbidity, A650, 90 min;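 active means mean inhibition across replicates of 30% or more, whatever share of single replicates reach that level; inconclusive means mean inhibition below 30% while every single replicate reaches 30%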;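 further: absorbance from insulin aggregation driven by PDI reduction with DTT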
Target sequence (P07237 whole entry, looked up): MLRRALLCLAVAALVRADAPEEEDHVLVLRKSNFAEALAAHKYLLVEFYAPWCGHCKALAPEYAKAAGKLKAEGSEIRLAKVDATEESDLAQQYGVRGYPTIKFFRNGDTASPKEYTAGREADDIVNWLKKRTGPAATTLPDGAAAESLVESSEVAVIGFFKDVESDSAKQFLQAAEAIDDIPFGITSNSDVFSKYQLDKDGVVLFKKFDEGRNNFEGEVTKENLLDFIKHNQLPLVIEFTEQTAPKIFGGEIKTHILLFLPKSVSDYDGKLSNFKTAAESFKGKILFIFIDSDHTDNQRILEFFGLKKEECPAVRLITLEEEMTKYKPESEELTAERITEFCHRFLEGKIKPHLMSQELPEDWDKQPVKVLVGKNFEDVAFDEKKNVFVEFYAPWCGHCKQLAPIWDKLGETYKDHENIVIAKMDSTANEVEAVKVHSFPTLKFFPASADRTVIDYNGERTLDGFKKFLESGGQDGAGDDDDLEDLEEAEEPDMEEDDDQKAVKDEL
An asterisk follows results filed as active; i = inactive; ? = inconclusive; . = no result given.

SMILES	hiPSC survival	Vif inh	ABCB6 inh 2	Granule exo inh	Cardio protect	HTR2A ag	Glyco luc inh	aDG glyco up	CaV13 ICDI inh	PDI inh
CC1C/C(=C/c2cccn2C)C(=O)/C(=C/c2cccn2C)C1 (configuration not stated)	2.2	i	181	12	2	-2	-1	-0.5	-25	-4
COCCSc1nnc(NC(=O)Cc2ccccc2OC)s1	3.9	-15	100	-7	-3	-1	2	0.0	-9	-3
O=C(OCC(=O)N1CCCCCC1)c1ccc[nH]c1=O	-0.6	-2	102	3	4	6	0	0.4	-6	6
N#CC(C(=O)Nc1ccccc1)=C1CCCCC1	-0.4	0	94	1	0	-2	2	0.1	-5	-4
CC(C)CCn1c(SCC#N)nc2c(sc3ccccc32)c1=O	-3.5	-14	91	1	-9	5	-1	0.0	-5	5
CC(OC(=O)c1cccs1)C(=O)Nc1nc(-c2ccccc2)cs1 (configuration not stated)	1.0	-13	98	13	-10	-2	-2	0.2	-9	-1
O=C(O)CSc1nc2ccc(C(=O)c3ccccc3)cc2[nH]1	0.0	-4	102	0	2	2	2	-0.1	-20	-4
O=C(c1ccc(N2CCOCC2)c([N+](=O)[O-])c1)N1CCN(c2ccccc2F)CC1	8.9	-19	96	32	0	6	3	-0.3	-5	15
O=C(N=c1ccn(-c2nc3ccccc3nc2NS(=O)(=O)c2ccccc2)cc1)c1ccccc1Cl	-0.7	-4	196	-8	1	-3	1	-0.1	-16	7
COc1ccc(NC(=O)c2c(SC)nsc2SC)cc1	-2.5	0	97	-1	13	3	1	0.1	-5	2
Cc1ccc(-n2nc3c(c2NC(=O)C2CC2)CS(=O)(=O)C3)cc1	0.2	-6	98	0	1	2	-1	0.0	-3	-2
CC(c1ccccc1)C1C(C#N)=C(N)OC2=C1C(=O)CCC2 (configuration not stated)	2.4	4	100	-1	6	4	2	-0.1	.	10
Cc1ccc2nc3c(cc(C(=O)NCc4ccco4)c(=N)n3C3CCCC3)c(=O)n2c1	0.0	-1	106	1	5	4	11	0.2	11	5
CC1=C(C(=O)N2CCOCC2)CC(CC(=O)NCCCN(C)C)C(=O)N1Cc1ccc(F)cc1 (configuration not stated)	-0.4	-4	98	-3	2	2	0	0.0	-4	.
O=C(NN=Cc1ccc(F)cc1)c1ccccc1NS(=O)(=O)c1cccs1	-0.2	-11	99	0	-4	-6	0	0.0	-5	-1
C=CCN(C(=O)CCC(=O)Nc1cc(C)on1)C(C(=O)NC(C)(C)CC)c1cccc(OC)c1OC (configuration not stated)	-0.5	-3	93	0	-2	5	-2	-0.3	-5	-3
CCOc1ccccc1NC(=O)CSc1cn[nH]n1	-0.4	-1	92	-2	-2	1	1	-0.1	-6	4
CCN(CC)c1ccc2cc(C(=O)Nc3ccccn3)c(=O)oc2c1	-3.2	-1	152	0	-22	-1	-10	0.7	29	-5
CCN(C(=O)COC(=O)c1ccc2c(=O)n3c(nc2c1)CCC3)C1CCS(=O)(=O)C1 (configuration not stated)	-0.2	3	90	-5	-7	5	0	0.1	-3	5
CC(NC(=O)c1ccc([N+](=O)[O-])o1)C1CC2CCC1C2 (configuration not stated)	0.4	-6	99	-8	-11	1	7	1.9	.	-16
C[C@H](CO)N1C[C@H](C)[C@H](CN(C)Cc2cccc(O)c2)OCc2ccccc2-c2c(n(C)c3ccccc23)C1=O	1.1	3	98	0	-15	23*	1	0.2	-3	11
CCC(C)[C@H](NC(=O)Nc1cccc(Cl)c1)C(=O)O (some centres not stated)	0.2	-2	103	3	9	5	3	-0.1	-5	0
CN(C(=O)c1cccc(C(=O)N(C)c2ccccc2)c1)c1ccccc1	0.9	-4	100	0	-1	3	0	0.0	-5	3
C=CC[C@@H](CC(=O)OC(C)(C)C)C(=O)OC[C@@H]1CCCN1C(=O)[C@@H](CC=C)CC(=O)N(CCO)Cc1ccccc1	-2.0	.	91	-22	4	1	0	0.1	-6	1
CCCOc1ccc(/C(O)=C2/C(=O)C(=O)N(CCCn3ccnc3)C2c2ccc(C)o2)cc1 (configuration not stated)	1.4	21	101	4	7	-2	2	0.1	-20	-4
CCOC(=O)c1ccc2nc(NC(C)=O)sc2c1	3.3	19	94	2	-7	4	-6	-0.5	-2	5
N#CCCNc1c(Cl)cc(Cl)cc1C(=O)O	5.0	-2	95	-3	9	7	1	-0.1	-4	-2
Cc1cc(SCC(=O)N2CCCC2)nc2ccccc12	0.2	-3	102	3	6	6	-3	0.7	-6	-8
O=C(Nc1cccc(C(=O)O)c1)/C(=C\c1ccccc1)NC(=O)c1ccc(Br)o1	-1.1	.	100	3	2	0	2	0.2	-3	5
COc1ccc(C2C(C(C)=O)=C(O)C(=O)N2c2cccnc2)cc1OC (configuration not stated)	-2.2	-2	99	-3	3	4	3	0.1	-6	-12
Cc1nc2ccccc2c(=O)n1/N=C/c1c(O)ccc2ccccc12	0.1	8	85	-1	74*	-1	-1	-0.1	-4	3
CC1Cc2ccccc2N1C(=O)CSc1nnc2n1C(C)(C)Cc1ccccc1-2 (configuration not stated)	0.2	-3	95	-2	13	1	-1	0.0	-7	-2
O=C(O)C1CCCCN1C(=O)c1ccc(S(=O)(=O)N2CCCCCC2)cc1 (configuration not stated)	-0.1	-3	99	5	1	3	0	-0.2	-2	2
CN(C)CCOC(=O)c1ccc(COc2ccccc2Br)o1	1.4	3	103	8	1	-5	0	0.0	-20	-5
O=C(OC1CCOC1=O)c1ccc(N2CCCC2)c([N+](=O)[O-])c1 (configuration not stated)	0.3	11	92	-5	1	-1	5	-0.2	-5	6
Cn1c(=O)c2c(nc(N3CCNCC3)n2Cc2ccccc2Cl)n(C)c1=O	0.1	-1	97	5	-3	-1	1	0.4	-2	-2
CCOCC(=O)Nc1ccccc1C(=O)N1CCOCC1	1.7	9	77	-4	11	-4	0	-0.4	-4	-2
CCOc1ccccc1NC(=O)CSc1nnc(Cc2ccc(OC)cc2)c(=O)n1N	1.7	11	91	-12	10	-3	0	0.6	-15	-1
Fc1ccc(-c2csc(Nc3ccccn3)n2)cc1	0.4	-4	149	-12	-10	2	-11	-0.1	-8	-3
COc1ccc(C)cc1NC(=O)CN1CCN(c2ccc(F)cc2)CC1	-2.5	-2	91	0	-12	-4	1	0.2	.	-7
COc1cc(NC(=O)CSc2nc3c(c(=O)[nH]2)CCCC3)cc(OC)c1OC	-1.4	-2	102	-3	15	1	2	0.1	-6	-2
COc1cc(C2C3=C(CC(C)(C)CC3=O)OC3=C2C(=O)CC(C)(C)C3)cc([N+](=O)[O-])c1O	-0.7	3	99	-3	6	0	-2	-0.3	-5	-6
COc1ccc(-c2ccc(SCC(=O)c3ccc(F)cc3)nn2)cc1OC	0.0	0	86	2	18	-3	-1	0.1	0	2
NCCNC(=O)Cc1ccc(NC(=O)Cc2ccc(Nc3ncnc4c3ncn4[C@@H]3O[C@H](CO)[C@@H](O)[C@H]3O)cc2)cc1	1.5	i	99	3	6	-2	5	0.2	-5	-4
CCCC[C@@H]1Cc2[nH][nH]c(=O)c2[C@@H](c2ccc(Cl)cc2)O1	-0.1	.	99	-3	.	-4	.	0.0	-5	.
Cc1cc2[nH]c(=O)c(=O)[nH]c2cc1S(=O)(=O)NCC(C)c1ccccc1 (configuration not stated)	-2.2	.	98	7	9	6	2	-0.1	-11	4
CCOc1ccc(NC(=S)N(CCN2CCOCC2)Cc2cc3cc4c(cc3[nH]c2=O)OCO4)cc1	-1.5	5	101	5	20	-2	-1	0.8	-41	2
Cc1ccccc1-n1c(SCC(=O)NC2CC2)nc2ccccc2c1=O	0.7	-10	95	-2	-2	2	-1	-0.1	-10	2
O=C(Cc1ccccc1)n1nc(-c2ccco2)nc1SCc1ccccc1	-1.3	-6	101	0	-1	5	1	-0.2	-6	3
Cc1ccccc1-n1c(SCC(=O)NC(N)=O)nc2sc(-c3ccccc3)cc2c1=O	0.0	3	99	-3	0	-6	-8	0.0	-3	0

Additional records follow.
SMILES	hiPSC survival	Vif inh	ABCB6 inh 2	Granule exo inh	Cardio protect	HTR2A ag	Glyco luc inh	aDG glyco up	CaV13 ICDI inh	PDI inh
O=C(CN1CCCC1)Nc1ccc(NC(=O)Nc2ccccc2Cl)cc1	-1.1	.	95	3	-2	-1	-3	0.0	.	-4
CN(Cc1ccc(C(C)(C)C)cc1)C(=O)c1ccc2c(=O)n3c(nc2c1)CCC3	1.6	1	98	-17	-4	5	-3	0.2	-12	-7
CCCc1cc(=O)oc2c(C)c(OCC(=O)c3ccc(N4CCCC4)cc3)ccc12	1.7	-1	98	-2	-17	2	0	-0.1	.	9
COc1ccc(S(=O)(=O)n2nc(-c3ccc(Cl)cc3)cc2N)cc1OC	0.7	-12	101	3	-32	0	-2	-0.1	-6	-3
O=C(Nc1ccc2oc(-c3ccncc3)nc2c1)c1ccc(Br)o1	-0.5	?	93	12	1	-2	-1	0.0	-4	-5
O=C(NC(=S)NC1CC1)c1cccnc1	-0.1	0	97	-1	3	4	1	0.1	-3	-9
CSCCC(=O)N1CCCC(CNC(=O)c2ccc(-c3ccccc3)cc2)C1 (configuration not stated)	-3.3	3	105	-3	0	-7	1	0.0	-3	12
Cn1c(Cc2ccccc2)nnc1SCC(=O)N1CCN(c2ccccc2)CC1	3.9	-9	93	2	8	0	0	0.1	0	7
COc1ccc(/C=C/C(=O)N2CCN(c3ccccn3)CC2)cc1OC	-0.2	7	99	1	-1	5	0	0.1	0	-3
O=c1oc2cc(Br)ccc2n1CSC1=NCCS1	-2.3	-16	90	-3	3	-6	0	-0.2	1	-8
Clc1ccc(-c2nc3ccc(Br)cn3c2Cc2ccccc2)cc1	-0.1	-5	101	-1	-11	-4	0	2.0	-10	-1
Cc1nc2ccc(Br)cn2c1C(=O)N/N=C\c1ccc(C(C)C)cc1	-0.6	8	103	19	19	-6	24	0.1	-2	-3
Cc1ccc(N=C2C(=O)Nc3c(C)cccc32)cc1	1.6	-5	108	5	3	1	3	0.1	-21	-4
CN(CC(=O)NCCc1ccccc1)S(=O)(=O)c1cnc[nH]1	-1.0	2	104	9	4	1	2	-0.1	-5	-5
CN(C)S(=O)(=O)c1ccc(NCC2COc3ccccc3O2)c([N+](=O)[O-])c1 (configuration not stated)	-2.1	0	100	1	-5	-2	-4	-0.6	-2	-4
CN(C)Cc1c(O)ccc2c(=O)c(-c3ccccc3Cl)coc12	0.2	16	102	0	-2	13	2	-0.1	-5	-1
Cc1ccc(C2=NS(=O)(=O)N(C)C(C(=O)NCc3cccs3)=C2)cc1	-2.4	2	101	1	-9	-1	1	0.8	0	.
O=[N+]([O-])c1cccc(C=NN2CCCCCC2)c1	-1.4	7	102	-14	-6	-1	-2	-0.3	-17	5
CC1(C(=O)NS(=O)(=O)c2ccc(F)cc2F)CCN1C(=O)C1(c2ccc(Cl)cc2)CC1 (configuration not stated)	2.3	4	101	0	-1	4	1	0.1	-7	-2

2 entries picked at random from the list so far:
SMILES	hiPSC survival	Vif inh	ABCB6 inh 2	Granule exo inh	Cardio protect	HTR2A ag	Glyco luc inh	aDG glyco up	CaV13 ICDI inh	PDI inh
CN(C)Cc1c(O)ccc2c(=O)c(-c3ccccc3Cl)coc12	0.2	16	102	0	-2	13	2	-0.1	-5	-1
CN(C)S(=O)(=O)c1ccc(NCC2COc3ccccc3O2)c([N+](=O)[O-])c1 (configuration not stated)	-2.1	0	100	1	-5	-2	-4	-0.6	-2	-4
